14-3-3 PPI: modulators of 14-3-3 gamma protein binding, primary screen, biochemical, fluorescence polarization. 160,000 compounds, 0.19% hits. inhibition, % at 40 µM. AID 422, 2006. FP, 14-3-3gamma / TMR-pS259-Raf peptide binding. 14-3-3 protein gamma (Homo sapiens), P61981; in the data active = inhibition above about 30%;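 note: 0% = protein plus tracer without compound and 100% = blank with tracer alone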
Target sequence (P61981 whole entry, looked up): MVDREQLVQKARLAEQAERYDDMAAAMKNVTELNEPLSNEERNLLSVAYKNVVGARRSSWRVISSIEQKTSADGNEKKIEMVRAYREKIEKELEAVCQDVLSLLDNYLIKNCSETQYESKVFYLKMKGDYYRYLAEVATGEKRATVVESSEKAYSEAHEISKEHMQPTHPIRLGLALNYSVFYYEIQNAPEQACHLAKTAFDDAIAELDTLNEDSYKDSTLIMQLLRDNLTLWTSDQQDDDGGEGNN
The depositor's hits bear a star; & = joins results of further samples. Some of the compounds tested; count on the stated rates, not on these rows.

SMILES	14-3-3 PPI
O=C(Nc1ccc(NC(=O)c2ccc([N+](=O)[O-])o2)cc1)c1ccc(Br)cc1	-11
CCOc1ccc(-c2c(C#N)c(N)nc(OC)c2C#N)cc1	-2
O=C(NC1CCN(Cc2ccccc2)CC1)c1ccc(Cn2c(=O)c3ccccc3n(Cc3ccc(F)cc3)c2=O)cc1	-26
Cc1sc2ncnc(SCC(=O)N3CCCC3=O)c2c1C	-13
CCN(CC)c1cc(C)c2cc(NC(=O)c3cccc(F)c3)ccc2n1	-8
O=C(Nc1cccc2c1CCCC2)C1CCN(S(=O)(=O)c2cccs2)CC1	-9
COc1cc([N+](=O)[O-])cc2c1OC1(C=C2)N(C)c2ccc3ccccc3c2C1(C)C (centres undefined)	-252
NC(=O)C1CCN(c2ncnc3c2c(-c2ccccc2)cn3-c2ccccc2)CC1	-2
COC(=O)c1c(NC(=O)COc2ccccc2[N+](=O)[O-])sc(C)c1C	-4
NC1=CC(=NS(=O)(=O)c2ccc(Br)cc2)c2ccccc2C1=O	-245
COc1ccc(N2CC(C)Cn3c2nc2c3c(=O)n(CCc3ccccc3)c(=O)n2C)cc1 (centres undefined)	-3
Cc1nc2ccccc2n(C)c1=O	16
CC(=O)c1ccc(N2CCN(C(=O)C3CCC(Cn4c(=S)[nH]c5ccccc5c4=O)CC3)CC2)cc1 (centres undefined)	-8
CCCNC(=O)c1ccc2c(c1)ncn2-c1ccc(OCc2ccccc2)cc1	-108
C=CCSc1nnc2c(n1)OC(c1cc(OC)ccc1Br)Nc1ccccc1-2 (centres undefined)	-17
Cc1ccc(CSCc2ccc(C(=O)NCc3ccco3)o2)cc1	-4
CC1(C)C2CCC1(C)C(OC(=O)CCn1ccnc1)C2 (centres undefined)	-6
CCCN(CCO)Cc1ccc(F)c(Br)c1	2
COc1ccc2cc3cc(C(=O)O)sc3nc2c1	10
CCOc1ccc(C2C(C(=O)Nc3cccc(C)n3)=C(C)NC3=C2C(=O)CCC3)cc1 (centres undefined)	1
CCOC(=O)c1c(C)c(C(=O)N2CCCCCC2)c(C)n1CC	-3
CCC(C(=O)N1CC(=O)Nc2ccc(Cl)cc2C1c1ccccc1)c1ccccc1 (centres undefined)	-6
CCOc1cc2[nH]c(=O)n(CCCN3CCN(c4cccc(Cl)c4)CC3)c(=O)c2cc1OCC	0
O=C(O)c1ccc(S(=O)(=O)c2ccc3c(c2)C(=O)N(c2cccc(I)c2)C3=O)cc1	-21
O=C1N2CN(C3CCCCC3)CN=C2SC1(CO)CO	2
COc1ccccc1NC(=O)c1ccc(N2CC3CC(C2)c2cccc(=O)n2C3)c([N+](=O)[O-])c1 (centres undefined)	-9
Cc1cccc(NC(=O)c2oc3c(c2C)C(=O)CC(C)(C)C3)n1	1
COc1ccccc1NC(=O)CN(c1ccccc1C)S(C)(=O)=O	3
COc1ccc(OCCOC(=O)Nc2ccccc2)cc1	-3
CC(C)NC(=O)Cn1nc(C(F)(F)F)c2c1CCCC2	-8
CCSc1nnc2c(n1)OC(c1cc(Cl)c(O)c(OC)c1)Nc1ccccc1-2 (centres undefined)	-1
Cc1onc(-c2ccccc2Cl)c1C(=O)Nc1ccc(NC(=O)c2ccc([N+](=O)[O-])cc2)cc1	-12
COc1ccc(NC2=NC3(CCCCC3)N=C(N)N2)cc1	-7&0
CC(C)CC(NS(=O)(=O)c1ccc2c(c1)oc(=O)n2C)C(=O)N1CC=C(c2ccccc2)CC1 (centres undefined)	-2
COc1ccc(C(=O)N2CCN(c3ccc(C)cc3)CC2)cc1OC	-2
COc1ccc(-n2c(=S)[nH]c3cc(C(=O)NCCCN4CCCC4=O)ccc3c2=O)cc1	-2&-5
Cc1ccc(CCNC(=O)CC2Oc3ccc(C)cc3NC2=O)cc1 (centres undefined)	-1
COC(=O)C1(C(=O)OC)Sc2ccccc2C1=O	-5
Cc1cccn2c(=O)c3cc(C(=O)NCc4ccc5c(c4)OCO5)sc3nc12	-13
COC(=O)Cc1cc(=O)[nH]c(/N=C(\N)Nc2cc(Cl)ccc2OC)n1	-4
Cc1nn(-c2ccccc2)c2c1/C(=N/O)CC(C)(C)C2	-7
O=C(Cn1nc(C(F)(F)F)c2c1CCCC2)NCc1ccco1	-12
Cc1ccc2nc3c(cc2c1)CCN3C	-5
CCCc1cc2c(=O)c(-c3ccc4c(c3)OCO4)c(CC)oc2cc1OC(=O)CC	0
Cc1ccnc(NC(=O)c2ccccc2I)c1	-8
CCCCNC(=O)C1CCN(S(=O)(=O)N2CCCC2)CC1	8
Cc1cc(NC(=O)c2ccc3c(c2)C(=O)N(CC(C)C)C3=O)no1	-7
CC1CC(C)(C)NC(=S)N1CCC(=O)Nc1nc2ccccc2s1 (centres undefined)	2

Part of the list above in order of heavy-atom count, lowest first.
SMILES	14-3-3 PPI
O=C1N2CN(C3CCCCC3)CN=C2SC1(CO)CO	2
Cc1cccc(NC(=O)c2oc3c(c2C)C(=O)CC(C)(C)C3)n1	1
O=C(Nc1ccc(NC(=O)c2ccc([N+](=O)[O-])o2)cc1)c1ccc(Br)cc1	-11

New compounds follow.
SMILES	14-3-3 PPI
Cc1ccc(-n2c(Cc3cccn3C)nnc2SCC(=O)NCc2ccco2)cc1	-6
O=C(NC1CCCC1)c1ccc(Cn2c(=O)c3ccccc3n(Cc3cccnc3)c2=O)cc1	-10
CC1CCC(NC(=O)c2ccc(Cn3c(=S)[nH]c4cc5c(cc4c3=O)OCO5)cc2)CC1 (centres undefined)	-10
CCOC(=O)c1ccc(N=CC2=C(O)CC(C)(C)CC2=O)cc1	-2
O=c1c2sccc2[nH]c(=S)n1-c1cccc(F)c1	-1
O=C(Nc1ccccc1NC(=O)c1ccco1)c1ccco1	3
NC(=O)c1sc2nc3c(c(-c4ccc(Cl)cc4)c2c1N)CCC3	-12
Cc1ccc(NC(=O)CCNC(=O)Cn2ccc3ccccc3c2=O)nc1	-2
O=C(COc1ccccc1)Nc1ccc(Cc2ccncc2)cc1	-4
NC(=O)c1ccc(-n2c(=S)[nH]c3ccccc3c2=O)cc1	0
COCc1cc(=O)n2[nH]c(-c3ccccc3)cc2n1	-6
O=C(NCc1cccs1)C1CCCN1C(=O)NC1CCCCC1 (centres undefined)	6
Cc1ccc(C(=O)COC(=O)c2ccc3c(c2)C(=O)N(c2ccc(C)c(Cl)c2)C3=O)cc1	7
CCCc1[nH]nc2c1C(c1ccc(OC)c(Cn3nnc4ccccc43)c1)C(C#N)=C(N)O2 (centres undefined)	-4
O=C(O)C1CCCCN1S(=O)(=O)c1cccc2nsnc12 (centres undefined)	-3
O=S(=O)(c1cccc(S(=O)(=O)N2CCC(N3CCCCC3)CC2)c1)N1CCOCC1	-8
CC(=O)Oc1ccc(-c2ccc(OC(C)=O)cc2)cc1	1
COc1cccc(NCc2nc(-c3ccccc3)no2)c1	1
CC(C)(C)C(=O)C1C(c2cccs2)C(C#N)(C#N)C2C=Cc3ccccc3N12 (centres undefined)	-157
O=[N+]([O-])c1ccc(N2CCN(S(=O)(=O)c3ccc(Cl)s3)CC2)cc1	-38
Cc1nc2cc(C(F)(F)F)ccc2n1C1CCN(CC(=O)N2CCOCC2)CC1	-1
Nc1ccc(C(=O)N2CCCCC2)cc1	3
CCOC(=O)c1c(-c2ccccc2)csc1NC(C)=O	-7
O=C(O)CC(c1ccco1)N1C(=O)C2C3C=CC(C4CC34)C2C1=O (centres undefined)	-7
CCOC(=O)c1c(NC(=O)c2ccccc2F)sc(C(=O)N2CCOCC2)c1C	-6
Brc1ccc(-c2nnc3ccc(N4CCN(c5ccccc5)CC4)nn23)cc1	1
CCc1nc(SCC(=O)NC(C)c2ccccc2)n[nH]1 (centres undefined)	-5
Cc1ccc(S(=O)(=O)N2c3ccccc3C3NC2c2ccccc2N3S(=O)(=O)c2ccc(C)cc2)cc1	10
CN(CC(=O)N1CCCc2c1c(=O)oc1ccc(OCc3ccccc3)cc21)C1CCCCC1	0
CCCOC(=O)c1sc2nc3c(cc2c1N)C(=O)CCC3	-11
COc1cccc(C(=O)Nc2cccc(OC(C)=O)c2)c1	-4
OCCOCCn1c2ccccc2c2ccccc21	1
Cc1[nH]c(=O)[nH]c(=O)c1S(=O)(=O)Nc1ccc(Oc2ccccc2)cc1	-7
COc1ccc(NC(=O)C2=C(C)NC(=O)NC2c2cccs2)c(OC)c1 (centres undefined)	-9
O=C(NCc1ccccc1)c1ccc(N2C(=O)CSC23C(=O)Nc2ccccc23)cc1 (centres undefined)	5
COCCNC(=O)c1ccc(Cn2c(=S)[nH]c3cc4c(cc3c2=O)OCO4)cc1	-3&-3

Brought forward from above: 3 entries, then new ones.
SMILES	14-3-3 PPI
COc1ccc(NC(=O)C2=C(C)NC(=O)NC2c2cccs2)c(OC)c1 (centres undefined)	-9
O=C(NCc1ccccc1)c1ccc(N2C(=O)CSC23C(=O)Nc2ccccc23)cc1 (centres undefined)	5
COCCNC(=O)c1ccc(Cn2c(=S)[nH]c3cc4c(cc3c2=O)OCO4)cc1	-3&-3
CCN1CCN(c2nc3ccccc3nc2C(C#N)C(=O)OC2CCCCC2)CC1 (centres undefined)	3
CC1(c2ccc3c(c2)OCO3)NC(=O)N(CC(=O)Nc2ccc(N3CCOCC3)cc2)C1=O (centres undefined)	6
CCCC1=NN(C(=O)c2ccc(N(C)C)cc2)C(O)(C(F)(F)F)C1 (centres undefined)	2
CS(=O)(=O)N1CCCC(C(=O)NCc2ccccn2)C1 (centres undefined)	5
COCCn1cnnc1SCC(=O)Nc1ccccc1C(=O)Nc1ccc2c(c1)OCO2	-13
CCC(=NC(C)c1ccccc1)c1c(O)n(C)c(=O)n(C)c1=O (centres undefined)	-9
Cc1ccc2c(c1)C1C=CCC1C(c1ccc(N=Cc3ccccc3)cc1)N2 (centres undefined)	-37
CCOC(=O)c1cc2c(=O)n3ccccc3nc2n(CCOC)c1=NC(=O)c1cc(C)cc(C)c1	-11
CCN1CCN(c2cc(Nc3ccc4c(c3)OCCO4)c3c4c(onc24)-c2ccccc2C3=O)CC1	-215
O=c1[nH]c2ccsc2c(=O)n1-c1ccccc1	-2
COc1cccc2c1N1C(=O)c3c(C(=O)O)cccc3C1CC2(C)C (centres undefined)	-2&-17
Cc1onc(-c2ccccc2Cl)c1C(=O)Oc1ccccc1F	-3

Fetched by compound from the list above (two):
SMILES	14-3-3 PPI
COCCNC(=O)c1ccc(Cn2c(=S)[nH]c3cc4c(cc3c2=O)OCO4)cc1	-3&-3
CC(C)CC(NS(=O)(=O)c1ccc2c(c1)oc(=O)n2C)C(=O)N1CC=C(c2ccccc2)CC1 (centres undefined)	-2

(further entries)
SMILES	14-3-3 PPI
Cc1ccc2c(C(=O)CNc3nncs3)c(C)[nH]c2c1	2
COc1ccc(OC)c(C2/C(=C(\O)c3ccc(Cl)cc3)C(=O)C(=O)N2c2nc3ccccc3s2)c1 (centres undefined)	-14
CCOC(=O)C(C)Sc1nnc(Cn2c(=O)sc3ccccc32)n1-c1ccccc1 (centres undefined)	-3
COc1cccc(N2CCN(C(=O)c3ccc(Cn4c(=O)[nH]c5cc(OC)c(OC)cc5c4=O)cc3)CC2)c1	-4
O=C(CSc1nccn1-c1ccccc1)Nc1ccc2c(c1)OCO2	-1&-12
O=C(NCCCN1CCN(c2cccc(Cl)c2)CC1)c1cn(-c2ccc(Cl)cc2)c(=O)c2ccccc12	-2
O=C(Nc1c(C(=O)NCCc2ccccc2)cnn1-c1ccccc1)c1ccccc1	1
CCCCCOC(=O)Nc1nnc(CCC)s1	-3
Cc1ccc(CSCC(=O)NCCc2ccc(Cl)cc2)cc1	2
Nc1nc(NCc2ccccc2)c(I)c(=O)[nH]1	-4
O=C(Nc1nc(-c2ccc(Cl)cc2)cs1)C1c2ccccc2Oc2ccccc21	6
CC1CCC(NC(=O)Cn2ncc3ccccc32)CC1 (centres undefined)	-4

An excerpt from the list above:
SMILES	14-3-3 PPI
O=C(CSc1nccn1-c1ccccc1)Nc1ccc2c(c1)OCO2	-1&-12
O=C(NCCCN1CCN(c2cccc(Cl)c2)CC1)c1cn(-c2ccc(Cl)cc2)c(=O)c2ccccc12	-2

(listing goes on)
SMILES	14-3-3 PPI
c1ccc2c(N3CCCC3)nc(-c3ccncc3)nc2c1	3
Cc1nnc(NC(=O)CS(=O)(=O)c2c[nH]c3ccccc23)s1	0
CC(=O)N1CCc2cc(Br)cc(S(=O)(=O)NCCC3=CCCCC3)c21	-8
O=c1cc(N2CCOCC2)[nH]c(=O)n1Cc1ccc(F)cc1	-4
O=C(c1ccc2c(c1)OCO2)N1CCN=C1SCc1ccccc1Cl	3
CCCOc1cccc(-c2nnc(N)s2)c1	3
O=C(Cc1ccccc1)Nc1ccc(C(=O)O)cc1	1
O=C(Nc1cc(C(F)(F)F)ccc1Cl)c1oc(=O)c2ccccc2c1-c1ccccc1	6
CCOC(=O)C1=C(CCl)NC(=O)NC1c1ccccc1 (centres undefined)	-2
Nc1nnnn1/N=C/c1cccc(Oc2ccccc2)c1	-2
CC(C)NC(=O)COc1ccc2c(c1)C(=O)CC1(CCCCC1)O2	3
CCOC(=O)CN1C(=O)NC(C)(c2ccc(OC(F)F)cc2)C1=O (centres undefined)	6
CC(C)(C)CC(C)(C)NC(=O)c1cc2nc(-c3ccc4c(c3)OCO4)cc(C(F)(F)F)n2n1	4
O=S(=O)(NCc1ccccc1Br)c1cccs1	-7
CCC(CC)C(=O)N1CCc2cc(OC)c(OC)cc2C1COc1ccc2c(C)cc(=O)oc2c1 (centres undefined)	-3
CSc1nc(N2CCOCC2)c2c3c(sc2n1)CCCC3	-8
COC(=O)c1cc(NC(=O)CSc2nc3ccccc3s2)cc(C(=O)OC)c1	-15
CC(=O)Nc1cccc(N2CCOCC2)c1[N+](=O)[O-]	-6
CC(=O)c1cccc(Nc2cc(C)nc3c(C)cc(C)cc23)c1	-6
CN(C)c1ccc(-c2cc(C#N)on2)cc1	-119
COc1cccc(CN2C(=O)c3ccccc3C2C(=O)NCCc2ccccc2)c1 (centres undefined)	4
CCOc1cccc(C2NC(=O)NC(C)=C2C(=O)OCCOc2ccccc2)c1 (centres undefined)	-1
Cn1c(SCC(=O)c2ccc(F)cc2)nnc1-c1ccccc1N	-8
CC(C)CCSc1nc2c(c(=O)[nH]1)C(c1ccc([N+](=O)[O-])cc1)C1=C(CC(C)(C)CC1=O)N2 (centres undefined)	-16

Screens: PubChem, Emory University Molecular Libraries Screening Center
